Bioassay records (PubChem)
IDH1 R132H inh: inhibitors of human mutant IDH1 R132H; O75874; IDH1-R132H enzyme, NADPH consumption, diaphorase/resazurin fluorescence; Potency, µM (highest dose often 76.6 µM), without a hit: top-dose activity change, negative = inhibition, usual class: inhibitors; 390,000 tested, 0.093% active; AID 602179; also: potency is read from the fitted curve at half-maximal effect; % is scaled to controls: 0 for no effect and ±100 for the full control effect; nearly all actives have a fitted effect of over 65% in size
Target sequence (O75874 whole entry R132H, stated change not applied): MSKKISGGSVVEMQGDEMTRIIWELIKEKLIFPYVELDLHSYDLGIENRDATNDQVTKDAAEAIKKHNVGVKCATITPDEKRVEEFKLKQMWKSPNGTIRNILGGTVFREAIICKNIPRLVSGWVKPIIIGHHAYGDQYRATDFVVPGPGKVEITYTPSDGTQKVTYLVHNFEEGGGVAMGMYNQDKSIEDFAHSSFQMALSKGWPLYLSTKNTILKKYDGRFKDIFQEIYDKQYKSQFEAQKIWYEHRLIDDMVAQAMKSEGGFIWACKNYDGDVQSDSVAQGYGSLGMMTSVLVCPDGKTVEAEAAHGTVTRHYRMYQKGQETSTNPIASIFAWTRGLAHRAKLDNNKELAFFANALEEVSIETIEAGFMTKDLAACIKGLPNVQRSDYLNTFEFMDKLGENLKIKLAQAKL
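IDH1-R132H (0.5 ug/mL) preincubated 30 min with compound, then NADPH (0.016 mM) and alpha-KG (2 mM) added; 80 min at RT, pH 7.5. Remaining NADPH coupled via diaphorase/resazurin to fluorescence (540/590 nm); concentration-response curves normalized to no-enzyme control.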
rTrxR1 inhibitor: blocks rat thioredoxin reductase 1. recombinant rTrxR1, NADPH fluorescence consumption, selenite substrate. AID 588453. Potency, µM (series often up to 114 µM), without a hit: at the top dose activity change, negative = inhibition, hits mostly inhibitors. 390,000 tested, 1% active; also: potency is read from the fitted curve at half-maximal effect; % is scaled to controls: 0 for no effect and ±100 for the full control effect; nearly all actives have a fitted effect of over 65% in size
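Rat TrxR1 (90 nM in the dispensed reagent) was pre-reduced with 400 uM NADPH for 5 min at room temperature, then incubated with compound for 15 min. After 400 uM selenite was added, NADPH fluorescence (Ex 340/Em 450 nm) was followed for 8 min.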
TRHR enhancer: allosterically enhances the human TRH receptor | enhancement, % at 2 µM | 360,000 tested, 0.66% active | TRHR cells, fluo-8 calcium fluorescence, EC20 TRH enhancement | P34981; in the data active = enhancement above about 30%; also: 0% is about no effect
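TRHR-expressing cells loaded with fluo-8 calcium dye were read kinetically (ex 480/em 530) during compound addition, then stimulated with an EC20 of TRH (10 nM final). Enhancement of the Gq-mediated intracellular calcium response was scored.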
PI4K2A block: inhibitors of human PI4K2A; AID 1346378; purified PI4K2A, ADP-Glo luminescence, 1 h; stronger effect = lower value; Q9BTU6; activity change, negative = inhibition, % at 76.9 µM; 420,000 tested, 0.13% active; in the data active = activity change below about -50%; inconclusive = mostly about -30% to -49%;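 also: -100% = wells without enzyme as full effect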
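PI4K2A activity was measured by ADP-Glo luminescence: enzyme (4 ug/mL stock) and phosphatidylinositol (1.2 mM stock) in Tris pH 7.5/MgCl2/EGTA/Triton X-100 buffer were reacted with ATP (300 microM stock) for one hour at ambient temperature.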
USP1 inh: blocks the human USP1/UAF1 deubiquitinase complex | O94782 | recombinant USP1/UAF1, Ub-Rhodamine cleavage fluorescence | Potency, µM (highest dose often 57.1 µM), inactives show top-dose activity change, negative = inhibition, most hits filed as inhibitors | 390,000 tested, 0.23% active; also: potency is read from the fitted curve at half-maximal effect; % is scaled to controls: 0 for no effect and ±100 for the full control effect; nearly all actives have a fitted effect of over 60% in size; inactives centre near -12
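High-throughput fluorogenic screen: 1nM USP1/UAF1 complex, Ub-Rho substrate 150nM final, 50mM HEPES pH 7.8 with 0.5mM EDTA, 0.1 mg/ml BSA, 1mM TCEP and 0.01% Tween-20.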
D2 antag: antagonizes the human D2 dopamine receptor. 340,000 tested, 2% active. inhibition, % at 10 µM. HEK293 TREx D2 cells, calcium flux, dopamine EC80. AID 485344. P14416; in the data active = inhibition above about 30%; also: 0% is about no effect
Target sequence (P14416 whole entry, looked up): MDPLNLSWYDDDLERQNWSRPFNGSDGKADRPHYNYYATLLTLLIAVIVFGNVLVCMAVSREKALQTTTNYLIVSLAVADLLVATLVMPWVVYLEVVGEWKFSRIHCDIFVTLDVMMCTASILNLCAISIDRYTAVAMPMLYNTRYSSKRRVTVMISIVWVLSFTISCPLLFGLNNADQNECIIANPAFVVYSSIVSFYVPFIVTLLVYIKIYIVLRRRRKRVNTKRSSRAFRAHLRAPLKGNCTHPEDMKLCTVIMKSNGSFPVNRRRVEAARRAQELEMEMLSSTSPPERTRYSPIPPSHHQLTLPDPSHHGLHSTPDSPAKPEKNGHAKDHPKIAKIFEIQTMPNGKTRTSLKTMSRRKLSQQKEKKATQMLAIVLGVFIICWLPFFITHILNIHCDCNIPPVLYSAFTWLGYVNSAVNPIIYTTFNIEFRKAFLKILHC
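Calcium mobilization kinetics were recorded at 1 s intervals in tetracycline-induced HEK293 T-REx D2 cells, first for 180 s after compound addition and then 180 s after EC80 dopamine.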
D2 agonist: agonists of human D2 dopamine receptor | P14416 | HEK293 T-REx D2 cells, calcium flux agonist mode | activation, % at 2 µM | 340,000 tested, 0.53% active;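 active = activation over 3 SD above normal in the single-dose calcium agonist read, cut at about 30% in these data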; also: 0% is about no effect
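HEK293 Trex D2 cells, tetracycline-induced, o/n 30 C 5% CO2; no-wash Ca dye, RT 30–90 min; 10-cycle baseline, 23 nl cpd added, kinetic Ca read 180 s; agonist hits = positive Ca response.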
TRHR agonist: TRH receptor (human) agonism | P34981 | TRHR cells, calcium flux fluo-8, FDSS agonist mode | activation, % at 2 µM | 360,000 tested, 0.18% active | AID 493084; in the data active = activation above about 30%; also: 0% is about no effect
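Steps: seed TRHR cells overnight; add fluo-8 no-wash Ca dye, RT 30 min–1.5 h; record 10 s baseline; pin-transfer compounds; monitor fluorescence 1 cycle/s for the agonist window. Calcium increases flag candidate agonists.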
TrxR1 substrate: substrates of rat thioredoxin reductase 1; O89049; purified TrxR1 substrate turnover, NADPH consumption readout; Potency, µM (highest dose often 114 µM), without a hit: top-dose activity change, negative = substrate turnover; 390,000 tested, 0.01% active; also: potency is read from the fitted curve at half-maximal effect; % is scaled to controls: 0 for no effect and ±100 for the full control effect; nearly all actives have a fitted effect of over 50% in size
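Rat TrxR1, dispensed at 90 nM, was prereduced with 400 uM NADPH (final) for 5 min at ~22 deg C, then incubated with compound 15 min before 400 uM selenite. A first-read NADPH fluorescence drop versus no-compound background flagged substrates.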
An asterisk follows results filed as active; ? = inconclusive; · = not tested or not shown; & = joins results of further samples; [ ] = another dose, or the depositor's remark. Unless noted, calls follow the shape of the dose curve; as a rule, active = well fitted inhibition curve with a large enough effect; inconclusive = small, poorly fitted or top-dose-only effect; inactive = no such curve, though single readings can be large or run the other way. The order is random. Share with any hit: about 3.9%.

1. CCCC[n+]1c(C)sc2cc(OC)ccc21
2. Cc1cc(C)cc(OC(C)C(=O)Nc2nc3c(s2)CCCC3)c1 (stereo unspecified)
3. COc1ccnc(Oc2ccc(F)cc2)c1-c1ncn[nH]1
4. CCN(CC)S(=O)(=O)c1ccc(NC(=O)CSc2nc3nc(C)cc(C)c3c(=O)[nH]2)cc1
5. CCCc1cc(C(=O)Nc2cc(Cl)ccc2O)no1
6. COc1ccc(OCC(=O)Nc2ccc(N3CCN(C(=O)c4ccco4)CC3)cc2)cc1
7. CCc1nc(C)cn1S(=O)(=O)c1cc(Br)ccc1OC
8. O=C(NC1CCS(=O)(=O)C1)c1cc(-c2ccccc2)nc2ccccc12 (stereo unspecified)
9. Cc1cn2c(=O)cc(COc3ccc(Cl)cc3)nc2s1
10. O=C(Nc1ccccc1N1CCN(c2ccc(F)cc2)CC1)c1ccccc1

screen / no.,1,2,3,4,5,6,7,8,9,10
IDH1 R132H inh,12%,0%,-3%,8%,3%,10%,-6%,-1%,6%,6%
rTrxR1 inhibitor,30%,16%,-3%[57.1 µM],10%,9%,-2%[57.1 µM],-10%,24%[57.1 µM],-11%,9%
TRHR enhancer,-1,-4,-6,·,1,-4,11,0,2,5
PI4K2A block,-12,2,4,-4,1,-1,1,-1,-4,-14
USP1 inh,-13%,-17%,-9%,-5%,-25%,-4%,-4%,8%,-4%,-22%
D2 antag,5,·,27,·,7,-8,-13,3,·,-8
D2 agonist,-0.2,-0.8,-0.1,·,-0.3,0.1,-0.2,0.4,-0.5,-0.2
TRHR agonist,-0.4,0.3,0.4,·,1.4,-0.8,-0.2,-0.2,0.2,0.5
TrxR1 substrate,1%,-6%,-5%[57.1 µM],4%,-3%,3%,-7%,8%,-4%,6%

11. COc1cccc2c1cc1c(=O)n(CC(=O)NCc3ccccn3)nc(C)n12
12. Cc1cccc(C)c1OCC(=O)NCc1nnc(SCC(=O)NC2CCCCC2C)n1C (stereo unspecified)
13. COc1ccccc1NC(=O)Cn1cc(S(=O)(=O)Cc2ccccc2)c2ccccc21
14. CCN(CC(=O)Nc1ccc2c(c1)OCCO2)C(=O)c1cc(Cl)nc2ccccc12
15. CC(C)c1ccc(NC(=O)c2cnc3sc(N4CCCC4)nn3c2=O)cc1
16. CCc1cc(=O)oc2cc(C)cc(OCC(=O)N3CCC(C(=O)NC(C)C)(c4ccccc4)CC3)c12
17. CC1(C)Cc2nc3n[nH]c(N)c3cc2CO1
18. O=C(O)c1ccccc1NC(=O)c1ccccc1Nc1ccccc1
19. O=C(Cn1c(=O)c2cccn2c2ccc(F)cc21)NCCCN1CCN(c2ccccc2F)CC1
20. Cc1ccc(Cl)cc1-n1ncc2c(NCCC3=CCCCC3)ncnc21

screen / no.,11,12,13,14,15,16,17,18,19,20
IDH1 R132H inh,2%,3%,4%,2%,22%,12%,-1%,-7%,13%,0%
rTrxR1 inhibitor,30%,15%,12%,2%,4%[57.1 µM],-11%,14%,3%,29%,2%[57.1 µM]
TRHR enhancer,-6,0,-2,12,-4,-22,16,8,-1,-2
PI4K2A block,-4,8,-1,-6,-1,-3,-3,-3,0,3
USP1 inh,-26%,-13%,-20%,-22%,?,-5%,-12%,?,-29%,-21%
D2 antag,14,-5,·,-17,·,53*,10,·,82*,·
D2 agonist,1.9,0.1,·,0.1,-0.7,0.7,1.5,·,79*,1.1
TRHR agonist,0.2,0.0,-0.3,0.9,0.5,0.1,0.8,0.2,-0.1,2.5
TrxR1 substrate,44%[activator],0%,0%,-4%,-2%[57.1 µM],74%[activator],5%[57.1 µM],-1%,9%,-6%[57.1 µM]

21. CCN(CC(=O)Nc1ccccc1C(F)(F)F)C(=O)CCOc1ccccc1C
22. CCOC(=O)c1cc(-c2ccccc2)n(CCCC(=O)Nc2ccc(CC)cc2)c1C
23. Cc1ccn2c(NC3CCCC3)c(-c3cccs3)nc2c1
24. CC(=O)O[C@H]1C(=O)[C@@]2(C)C([C@H](OC(=O)c3ccccc3)[C@]3(O)C[C@H](OC(=O)[C@H](O)[C@@H](NC(=O)c4ccccc4)c4ccccc4)C(C)=C1C3(C)C)[C@]1(OC(C)=O)CO[C@@H]1C[C@H]2O (stereo partly specified)
25. CC(Oc1ccc2c(c1)oc(=O)c1ccccc12)C(=O)NC(Cc1c[nH]c2ccc(O)cc12)C(=O)O (stereo unspecified)
26. Cc1cc(=O)n2c3ccccc3n(CC(O)CN3CCOCC3)c2c1C#N (stereo unspecified)
27. O=c1ccc(S(=O)(=O)N2CCCC2)cn1Cc1ccc(F)cc1
28. Cc1ccc(CSc2ccc(-c3ccco3)nn2)cc1
29. COCCNC(=O)CSc1nc2cc3c(cc2c(=O)n1CCCC(=O)NCCc1ccc(OC)c(OC)c1)OCO3
30. O=C1c2ccccc2NC(c2ccccc2F)N1NS(=O)(=O)c1ccccc1 (stereo unspecified)

screen / no.,21,22,23,24,25,26,27,28,29,30
IDH1 R132H inh,13%,-5%,2%,-22%,-3%,-5%,2%,3%,4%&0%,-1%
rTrxR1 inhibitor,15%,15%[57.1 µM],10%[57.1 µM],-13%,0%,11%,23%,?,14%&15%[57.1 µM],41%
TRHR enhancer,16,1,-5,-1,-5,-7,10,1,-8&-5,8
PI4K2A block,1,0,-1,2,-23,1,-3,-21,2&6,2
USP1 inh,-11%,-33%,?,-27%,-6%,-6%,-12%,-18%,-16%&-18%,-6%
D2 antag,7,·,-8,7,12,-1,-17,-12,5,-27
D2 agonist,-0.2,0.3,-0.5,1.1,0.4,0.7,-0.2,-0.8,0.8&0.1,0.6
TRHR agonist,-0.6,1.0,7.9,0.8,-0.9,0.2,-0.2,0.2,0.0&-0.5,-0.3
TrxR1 substrate,6%,-3%[57.1 µM],10%[57.1 µM],-17%,25%,5%,4%,-5%,6%&3%[57.1 µM],59%

Grouped by structure: those above with an NH in an aromatic ring
3. COc1ccnc(Oc2ccc(F)cc2)c1-c1ncn[nH]1
4. CCN(CC)S(=O)(=O)c1ccc(NC(=O)CSc2nc3nc(C)cc(C)c3c(=O)[nH]2)cc1
17. CC1(C)Cc2nc3n[nH]c(N)c3cc2CO1
25. CC(Oc1ccc2c(c1)oc(=O)c1ccccc12)C(=O)NC(Cc1c[nH]c2ccc(O)cc12)C(=O)O (stereo unspecified)

screen / no.,3,4,17,25
IDH1 R132H inh,-3%,8%,-1%,-3%
rTrxR1 inhibitor,-3%[57.1 µM],10%,14%,0%
TRHR enhancer,-6,·,16,-5
PI4K2A block,4,-4,-3,-23
USP1 inh,-9%,-5%,-12%,-6%
D2 antag,27,·,10,12
D2 agonist,-0.1,·,1.5,0.4
TRHR agonist,0.4,·,0.8,-0.9
TrxR1 substrate,-5%[57.1 µM],4%,5%[57.1 µM],25%

Continuation.
31. CN(C(=O)CN1C(=O)S/C(=C\c2ccccc2Cl)C1=O)C1CCS(=O)(=O)C1 (stereo unspecified)
32. Cc1ccc(S(=O)(=O)Nc2ccc3cc([N+](=O)[O-])ccc3c2[N+](=O)[O-])cc1
33. O=c1c2ccccc2nc(SCc2ccc([N+](=O)[O-])cc2)n1CCCO
34. CC1=C(C(=O)Nc2cccc(C(F)(F)F)c2)C(c2ccccn2)n2ncnc2N1 (stereo unspecified)
35. O=C(NCc1ccccc1)c1cccnc1N1CCOCC1
36. COc1cccc(/C=C/C(=O)OCCN2C(=O)c3ccccc3C2=O)c1
37. O=C(CSc1nnc(NC(=O)c2ccccc2F)s1)NC1CCCC1
38. Cn1nc(C(=O)NCc2cccc(Cl)c2)c2c1-c1ccccc1SC2
39. COC(=O)C1(O)CC(C(C)C)=NN1C(=O)c1ccccc1 (stereo unspecified)
40. Cc1ccc(C2NC(C(=O)O)CS2)cc1 (stereo unspecified)

screen / no.,31,32,33,34,35,36,37,38,39,40
IDH1 R132H inh,-10%,6%,9%,-11%,1%,0%,-3%,0%,2%,·
rTrxR1 inhibitor,5%,-6%[2.29 µM],3%,16%[57.1 µM],16%,26%,1%,17%,-5%,·
TRHR enhancer,13,·,10,2,-1,-1,18,-2,-5,-3
PI4K2A block,7,-13,76,-1,-1,1,-2,-6,5,·
USP1 inh,-30%,-19%,-15%,-31%,-21%,-10%,-14%,-9%,-4%,·
D2 antag,1,·,-4,·,17,·,-14,·,9,-2
D2 agonist,-0.5,·,-1.0,0.6,0.7,·,-2.1,0.8,0.3,0.8
TRHR agonist,-0.1,·,-0.9,0.3,0.7,-0.3,-0.9,0.1,1.4,0.5
TrxR1 substrate,-1%,-7%[57.1 µM],0%,1%[57.1 µM],1%,6%,0%,1%,-11%,·

41. COC(=O)c1ccccc1NC(=O)Cn1c(=O)cc(C)c2c(C)nn(-c3cccc(Cl)c3C)c21
42. CCC(=O)Nc1ccc(Cl)c(NC(=O)c2cccc(OC)c2)c1
43. CC1(C)Cc2ccccc2-c2nnnn21
44. Cc1ccc(S(=O)(=O)N2CCN(S(=O)(=O)N3CCCCCC3)CC2)cc1
45. O=C(COC(=O)C1CCCCC1)NCCc1ccccc1
46. O=C(NNC(=O)c1ccccc1C(=O)O)c1ccc(O)cc1

screen / no.,41,42,43,44,45,46
IDH1 R132H inh,4%,-3%,-1%,-8%,-10%,0%
rTrxR1 inhibitor,12%[57.1 µM],29%,19%,0%[57.1 µM],29%,-6%
TRHR enhancer,4,-4,2,-2,3,-6
PI4K2A block,5,1,-1,-2,1,3
USP1 inh,-21%,-25%,?,-13%,-20%,-12%
D2 antag,·,-1,·,16,8,7
D2 agonist,0.0,-0.2,·,0.8,·,-0.2
TRHR agonist,0.4,-1.1,0.1,-0.1,-0.4,-0.1
TrxR1 substrate,-5%[57.1 µM],4%,1%,-1%[57.1 µM],4%,-8%
